Bioassay records: PubChem, The Scripps Research Institute Molecular Screening Center
DAX1 inh-1: NR0B1 (DAX1) inhibition. P51843. HEK293 Gal4-DAX1 luciferase reporter, luminescence. inhibition, % at 6.75 µM. 340,000 compounds, 0.99% hits. AID 504766;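 active means inhibition above the mean over all tested compounds plus 3 SD, cut at about 4.2% in these data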;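 further: 0% = DAX1-transfected cells with DMSO and 100% = empty-vector control cells with DMSO; inhibition shows as a rise in luminescence from relieved DAX1 repression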
Target sequence (P51843 207-470 limits assumed): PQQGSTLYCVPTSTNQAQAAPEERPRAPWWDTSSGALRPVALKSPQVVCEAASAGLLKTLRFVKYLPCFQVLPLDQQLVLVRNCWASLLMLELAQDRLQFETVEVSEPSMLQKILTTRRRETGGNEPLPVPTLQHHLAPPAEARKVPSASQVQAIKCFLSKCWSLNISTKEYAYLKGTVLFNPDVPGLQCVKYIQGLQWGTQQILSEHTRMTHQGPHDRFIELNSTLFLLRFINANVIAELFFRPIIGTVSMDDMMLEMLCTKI
PLC-gamma1 inh: blocks human PLC-gamma1 enzyme activity; P19174; purified PLC-gamma1, fluorogenic substrate, fluorescence; inhibition, % at 12.2 µM; 370,000 compounds, 0.84% hits; in the data active means inhibition above about 9.5%
PLC-beta3 inh: PLC-beta3 (human) inhibition, primary screen; AID 720704; Q01970; Purified PLC-beta3, fluorogenic substrate, fluorescence; 370,000 compounds, 0.18% hits; inhibition, % at 12.2 µM; in the data active means inhibition above about 11%;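 further: 0% = median of compound wells on plate and 100% = full blocker control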
ADAM10 inh: inhibitors of human ADAM10; O14672; recombinant ADAM10, EDANS/DABCYL FRET peptide cleavage, 3 h; inhibition, % at 7 µM; 370,000 compounds, 0.62% hits;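 active means inhibition above a per-campaign cutoff equal to the mean of compounds falling between control-based bounds plus 3 SD, cut at about 20% in these data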;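 further: 0% = DMSO wells while the 100% control is not disclosed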
Target sequence (O14672 214-748 limits assumed): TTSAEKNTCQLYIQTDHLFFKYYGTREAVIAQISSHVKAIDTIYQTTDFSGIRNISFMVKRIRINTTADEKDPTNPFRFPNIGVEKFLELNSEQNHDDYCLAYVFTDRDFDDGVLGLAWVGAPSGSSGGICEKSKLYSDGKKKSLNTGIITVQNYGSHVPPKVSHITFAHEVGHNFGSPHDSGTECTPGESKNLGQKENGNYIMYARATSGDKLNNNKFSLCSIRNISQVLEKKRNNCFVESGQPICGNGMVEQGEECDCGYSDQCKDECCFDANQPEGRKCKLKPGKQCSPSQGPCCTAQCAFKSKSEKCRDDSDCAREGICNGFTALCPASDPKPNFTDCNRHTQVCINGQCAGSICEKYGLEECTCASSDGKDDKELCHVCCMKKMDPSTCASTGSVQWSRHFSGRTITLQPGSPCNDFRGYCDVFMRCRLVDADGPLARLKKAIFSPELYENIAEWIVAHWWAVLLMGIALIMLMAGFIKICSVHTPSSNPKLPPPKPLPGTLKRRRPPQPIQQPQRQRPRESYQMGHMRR
GAA850 FXN act: frataxin GAA850 promoter activation | HEK293 lucGAA850 FXN promoter luciferase reporter, 24 h; percent of 10 µM SAHA response | activation, % at 6 µM | 360,000 compounds, 0.56% hits | AID 540364;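 active means activation above the average of all compounds screened plus 3 SD, cutoff fixed separately per campaign, cut at about 7.5% in these data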;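 further: 0% = DMSO wells and 100% = 10 µM SAHA wells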
sPLA2-III inh: Inhibits HGIII-sPLA2 liposome hydrolysis, primary screen; 370,000 compounds, 0.56% hits; inhibition, % at 12.2 µM; QFRET BODIPY PC-A2 liposome hydrolysis, fluorescence; AID 743126;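 active means inhibition above mean plus 3 SD of compounds lying within the high and low control bounds, cut at about 19% in these data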;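 further: 0% = median of test compound wells and 100% = no enzyme DMSO wells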
ssDAF12 agonist: activators of S. stercoralis DAF-12 nuclear receptor | HEK293 ssDAF-12/GRIP1 lit1-tk-luc reporter, luminescence; % of 3 µM dafachronic acid response | AID 652126 | activation, % at 6.8 µM | 370,000 compounds, 1% hits;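 active means activation above the mean over all tested compounds plus 3 SD, cut at about 0.9% in these data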;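 further: 0% = DMSO-only wells and 100% = 3 µM delta7-dafachronic acid wells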
DAX1 inh-2: inhibitors of DAX1 repression of SF-1 activated StAR promoter; inhibition, % at 6.8 µM; 370,000 compounds, 1.1% hits; AID 652010; HEK293T StAR-luciferase reporter, SF-1/DAX-1 repression relief;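 active means inhibition above the mean over all tested compounds plus 3 SD, cut at about 3.6% in these data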;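 further: 0% = DAX-1 cells with DMSO and 100% = cells lacking DAX-1 with DMSO; higher inhibition means more luminescence from relief of DAX-1 repression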
hgDAF12 agonist: agonists of H. glycines DAF-12 nuclear receptor; activation, % at 6.8 µM; HEK293 GAL4-hgDAF12 UAS-luciferase reporter, agonist luminescence; normalized to butyrate control; 370,000 compounds, 1.8% hits;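 active means activation above a cutoff set at the mean of all screened compounds plus 3 SD, cut at about 10% in these data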;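 further: 0% = DMSO wells and 100% = sodium butyrate wells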
ADAM17 inh: inhibitors of human ADAM17. P78536. recombinant ADAM17, EDANS/DABCYL FRET peptide cleavage. inhibition, % at 6.95 µM. 370,000 compounds, 0.83% hits. AID 720648;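 active means inhibition above the mean of compounds lying between control limits plus 3 SD, set per campaign, cut at about 8.5% in these data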;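 further: 0% = DMSO-only wells as the low control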
hcDAF-12 act: activates DAF-12 receptor from parasite H. contortus | 370,000 compounds, 1.4% hits | AID 652067 | activation, % at 6.8 µM | HEK293 hcDAF-12 lit1-tk-luc reporter, luminescence; 0% DMSO, 100% Δ7-dafachronic acid;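 active means activation above the mean of all tested compounds plus 3 SD, cut at about 5.5% in these data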;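 further: 100% = response to 3 µM Δ7-dafachronic acid high control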
* hit, by the source's call; . = not tested or not shown. Compounds as they come. About 6.9% of those tested had a hit in this group.

SMILES	DAX1 inh-1	PLC-gamma1 inh	PLC-beta3 inh	ADAM10 inh	GAA850 FXN act	sPLA2-III inh	ssDAF12 agonist	DAX1 inh-2	hgDAF12 agonist	ADAM17 inh	hcDAF-12 act
CN(CCC#N)Cc1cc(=O)oc2ccc3ccccc3c12	0.2	-22	-34	-92	1.4	-1	-1.8	-0.8	1.7	-32	-1.2
Cc1ccc(S(=O)(=O)NC(=O)C2(C)CCN2C(=O)COc2ccc(Cl)cc2)nc1 (centres undefined)	.	4	-2	-23	-1.8	17	-0.5	0.1	-0.9	0	-0.2
O=C1OC(N2CCN(C(=O)C3CCCO3)CC2)c2ccccc21 (centres undefined)	-0.5	3	3	5	0.2	-2	-0.8	0.4	-1.6	-3	-0.4
CCCCCN(CCCCC)C(=O)C(CCC(=O)O)NC(=O)c1ccc(Cl)c(Cl)c1 (centres undefined)	0.3	0	-5	0	0.2	-19	-0.1	-0.9	-0.8	-3	-2.1
O=C(NC(=S)Nc1ccc(S(=O)(=O)N2CCCCC2)cc1)c1cccs1	-1.9	1	2	-8	2.7	19*	-0.8	-0.2	0.2	-2	5.0
COC(=O)c1ccc(CSC2=NC[C@@H]3[C@@H]4C(=O)N(Cc5ccccc5)C(=O)[C@@H]4[C@](Cc4ccccc4)(C(=O)OC)N23)cc1	0.0	2	4	7	2.8	-2	-0.7	0.9	-0.3	3	-1.9
O=C(/C=C/c1ccc(OC2CSC2)cc1)c1ccccc1	0.3	-1	-2	-30	-0.5	8	-0.3	0.5	0.1	2	0.8
CC(=O)c1ccc(OC2(C)CCN(Cc3cccn3-c3nccs3)C2)cc1 (centres undefined)	.	0	5	-6	-0.9	0	-1.0	-0.5	-0.5	-1	-1.4
COc1c(C)cccc1C(=O)NC(=S)Nc1cccc2nsnc12	-0.3	-3	-6	-8	2.8	2	-1.2	0.5	-2.8	-2	2.3
CCN(c1ccccc1)S(=O)(=O)c1cccc(C(=O)N(C)CCOc2ccccc2)c1	-0.4	7	-9	-3	1.1	-11	-1.4	-3.3	-0.2	-3	-1.8
CC(=O)N(Cc1ccccc1)c1ccccc1C(=O)O	0.9	-9	-20	-25	-2.3	10	-1.1	0.6	-5.4	-16	0.1
CCCCc1n[nH]c2c1C(=O)CC(C)(C)C2	0.1	0	0	-4	0.8	6	-0.5	0.2	-0.1	-5	-0.2
CCc1n(CC(O)COC2CCCCC2)c2ccccc2[n+]1C (centres undefined)	0.1	4	0	2	0.3	3	-0.8	-0.7	2.2	2	3.7
COc1ccc(CNC(=O)c2nnn(-c3cccc(C(F)(F)F)c3)c2N)cc1	-0.5	4	-4	3	1.5	-25	-2.0	-0.8	-1.6	2	-1.4
Cc1ccc(S(=O)(=O)N/N=C/c2ccc(O)cc2O)cc1[N+](=O)[O-]	1.8	-71	-115	-7	3.3	-12	-1.4	0.4	0.6	-6	-0.7
CC1(C)CC2CN(C(=O)Cc3ccccc3)C(C)(C2)C1 (centres undefined)	-1.3	0	3	-2	-0.1	-1	-0.1	0.2	3.9	1	-1.9
CCC(C)(C)C1CCc2[nH]nc(C(=O)NCCN3CCOCC3)c2C1 (centres undefined)	-0.4	3	1	6	0.1	-3	-1.5	-0.2	-1.6	2	-1.0
COc1ccc(NC(=O)NNC(=O)c2ccc(-c3ccccc3)cc2)c(OC)c1	0.6	-3	-12	4	-1.6	-8	-1.3	0.0	0.6	-5	-1.4
CC(=O)c1cc2c(cc1NC(=O)c1cc3nc(C(C)C)cc(C(F)(F)F)n3n1)OCO2	0.0	0	-3	0	2.6	-3	-0.8	0.0	-1.1	-6	-0.2
O=C1NC(=O)C2(CCCc3ccc(N(CCO)CCO)cc32)N1 (centres undefined)	.	-2	0	-5	.	8	-0.6	0.0	-1.4	-3	0.1
COc1cccc(-c2c(-c3cc(OC)cc(OC)c3)n(C)c3ccc(-c4ccc(OC)nc4)cc23)c1	-0.6	2	-2	2	-0.2	1	-1.7	0.4	-1.0	-2	-0.6
O=C(Nc1ccccc1Cl)c1cc(S(=O)(=O)N2CCCC(C(=O)O)C2)ccc1F (centres undefined)	-0.3	1	0	-2	-0.1	-5	-0.5	0.5	0.5	-3	-0.1
COc1ccc(NC(=S)N2CCC(C(=O)c3ccc(C)cc3)CC2)cc1	0.4	0	-3	2	0.4	8	-0.6	-0.1	-1.8	-2	-2.2
COc1ccc(Cn2ccc3ccc(-c4ccc5ccn(Cc6ccccc6F)c5c4)cc32)cc1	.	-91	-124	-97	.	20*	0.1	-1.4	2.5	-28	1.1
O=C(NNc1c(Cl)cc(Cl)cc1Cl)C1CCC1	-1.1	1	2	0	3.0	1	-1.5	-0.2	1.9	-3	0.1

Gathered by group: the compounds so far with a COOH group
SMILES	DAX1 inh-1	PLC-gamma1 inh	PLC-beta3 inh	ADAM10 inh	GAA850 FXN act	sPLA2-III inh	ssDAF12 agonist	DAX1 inh-2	hgDAF12 agonist	ADAM17 inh	hcDAF-12 act
CCCCCN(CCCCC)C(=O)C(CCC(=O)O)NC(=O)c1ccc(Cl)c(Cl)c1 (centres undefined)	0.3	0	-5	0	0.2	-19	-0.1	-0.9	-0.8	-3	-2.1
CC(=O)N(Cc1ccccc1)c1ccccc1C(=O)O	0.9	-9	-20	-25	-2.3	10	-1.1	0.6	-5.4	-16	0.1
O=C(Nc1ccccc1Cl)c1cc(S(=O)(=O)N2CCCC(C(=O)O)C2)ccc1F (centres undefined)	-0.3	1	0	-2	-0.1	-5	-0.5	0.5	0.5	-3	-0.1

The list continues:
SMILES	DAX1 inh-1	PLC-gamma1 inh	PLC-beta3 inh	ADAM10 inh	GAA850 FXN act	sPLA2-III inh	ssDAF12 agonist	DAX1 inh-2	hgDAF12 agonist	ADAM17 inh	hcDAF-12 act
N#C/C(=C\c1c(N2CCN(Cc3ccccc3)CC2)nc2ccccn2c1=O)S(=O)(=O)c1ccccc1	-0.5	-48	-91	-46	0.3	-4	-1.0	0.1	-1.1	-11	-0.1
Cc1ccc(CCNC(=O)c2nnc(CS(=O)(=O)c3ccccc3)o2)cc1	-1.0	3	5	5	0.5	-41	-1.5	-0.1	-2.3	-1	-2.3
Cc1nn(C)c(Oc2ccccc2)c1CCNC(=O)CCl	-0.8	0	2	-4	-0.7	2	-0.6	-2.3	-0.6	1	-0.4
C=CC[C@@H](CC(=O)N[C@H](CO)Cc1ccccc1)C(=O)N[C@H](COC(=O)[C@@H](CC=C)Cc1ccc(F)cc1)C(C)(C)C	-0.1	4	4	16	-8.1	-39	-1.2	-0.6	-2.7	8.7*	-1.0
O=C(Nc1ccc(Br)cc1)C1CCN(c2cnccn2)CC1	0.0	-36	-59	-58	3.7	3	-1.3	-0.9	-3.2	-18	-1.4
C/C(=N\O)C(C)Oc1ccc(Cl)cc1 (centres undefined)	-0.1	-2	0	-2	1.8	-2	-1.0	-0.6	4.4	-1	-0.6
COc1ccc(C(=O)Nc2ccc(F)cc2F)cc1OC	-0.3	5	1	0	0.7	-1	-1.2	0.9	-0.7	-5	-1.7
CCc1ccc(C(=O)O)cc1	3.0	2	-6	-6	0.0	-1	-1.7	0.1	-0.8	-2	-0.6
Cc1cc2c(cc(C(=O)OC(C)C(=O)NCc3ccccc3)n2C)o1 (centres undefined)	2.7	3	-3	4	0.9	3	-0.9	1.1	0.2	0	-0.7
Cc1cccc(NC(=O)c2cccc(S(=O)(=O)N3CCCC3)c2)n1	-0.4	6	-6	5	-1.2	0	-1.5	-0.6	1.7	-2	-0.7
COc1ccc(-n2ccnc(SCC(=O)NC3CCCC3)c2=O)cc1	0.1	-61	-90	-49	1.2	-1	-0.9	-0.1	-2.0	-17	-1.3
C/C(=N\Nc1nc2c(s1)CCCC2)c1ccccc1	3.1	-13	-19	-7	-0.3	6	1.4*	1.6	6.0	-7	7.4*
CN1CCN(C2=C(Cl)C(=O)c3ccccc3C2=O)CC1	-2.7	-2	-13	-11	-2.1	9	0.9	-1.4	-1.0	-4	2.1
CCSc1nnc(NC(=O)c2ccc(C)cc2)s1	0.6	-1	-10	-4	2.2	2	-0.2	5.5*	14*	2	3.4
CCc1nnnn1-c1ccc([N+](=O)[O-])cc1C	0.1	0	0	-5	4.3	1	-1.1	-0.4	-1.7	-4	-2.9
COc1ccc(Cc2c(C3CCCCC3)nc3ccc(C)cn23)c(C)c1	.	-7	-8	-35	.	5	-0.3	-0.7	0.3	-6	0.4
CCN(CC)S(=O)(=O)c1ccc(=O)n(CC(=O)N2CCCc3cc(C)ccc32)c1	0.0	1	-5	-11	-1.0	4	-1.2	-0.8	2.0	-7	-0.1
Cc1nc(N2CCN(c3ccccc3)CC2)[nH]c(=O)c1C	0.3	3	-2	5	0.3	2	-1.3	0.0	2.3	0	-2.4
CCOC(=O)C1CCN(C(=O)c2ccc(OCC(=O)Nc3ccc(OCC)cc3)c(OC)c2)CC1	4.2*	3	-5	-4	-0.9	0	-1.4	-3.2	-1.4	-4	-0.9
CCOc1ccc(C(=O)NCC(=O)NCC(c2ccc(OC)cc2)N2CCCC2)cc1 (centres undefined)	-1.4	-9	-11	-11	0.9	2	-0.3	0.4	0.5	-5	-0.2
O=C(NCc1cccs1)c1ccc(S(=O)(=O)N2CCOCC2)cc1	0.9	2	-16	3	-0.2	-4	-1.3	1.9	2.0	-3	0.4
COc1cc(/C=C2\NC(=S)N(C)C2=O)ccc1OCc1cccc(F)c1	0.3	1	-7	3	-0.1	6	-1.3	-0.4	1.9	-1	-0.3
CCc1nnc(NC(=O)CCCSc2nc3ccccc3[nH]2)s1	-0.8	0	-11	9	1.2	-2	-0.6	0.8	1.9	-3	-0.1
Cc1cc(C)n2nc(SC(C)C(=O)N3CC(C)OC(C)C3)nc2n1 (centres undefined)	0.4	2	-2	-4	1.0	11	-0.9	-0.5	4.4	1	-1.6
Cc1ccc(C(CNS(=O)(=O)c2ccccc2)N2CCN(C)CC2)cc1 (centres undefined)	0.0	7	1	0	1.6	-27	-0.2	2.2	-0.7	-2	1.3
Cc1ccc(S(=O)(=O)ON2C(=O)c3cccc4cccc(c34)C2=O)cc1	0.4	-12	-12	-13	1.3	4	-0.3	-0.4	0.0	-1	2.0
CCCn1c(SCC(=O)N2CCCC2=O)nc2ccccc2c1=O	0.6	-1	-1	-1	0.3	4	-1.1	0.6	1.0	1	-1.2
